Bioassay records: PubChem, several laboratories
MEP2-GFP yeast = modulators of TOR pathway MEP2-GFP in S. cerevisiae | S. cerevisiae MEP2-GFP strain, flow cytometry GFP, 3 h; 100% = DMSO control level | GFP response vs DMSO, % at 10 µM | actives 0.51% (n = 330,000);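 active = GFP response versus DMSO above a set limit, roughly screen mean plus 3 SD, cut at about 180% in these data; inconclusive = fewer than 70 cells counted for a yeast strain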;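 also: median GFP fluorescence of the barcode-gated MEP2-GFP cells per well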
EBNA-1 inhibitor = blocks EBNA-1 binding to DNA | inhibition, % at 14.8 µM | EBNA-1 DNA binding, fluorescence polarization | actives 0.34% (n = 300,000); in the data active = inhibition above about 28%
ZTA DNA inh = ZTA (EBV) inhibition in EBNA-1 counter-screen | P03206 | ZTA-DNA binding, fluorescence polarization | inhibition, % at 11 µM | actives 0.15% (n = 320,000) | AID 2234; in the data active = inhibition above about 33%
AHR activator = activators of human aryl hydrocarbon receptor. P35869. AHR-responsive luciferase reporter cells, luminescence. activation, % at 5 µM. actives 2.5% (n = 320,000). AID 2796; in the data active = activation above about 47%;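 also: 0% = vehicle wells and 100% = reference agonist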
procasp3 activ = procaspase-3 (human) activation; P42574; actives 0.11% (n = 330,000); recombinant procaspase-3 D3A, Ac-DEVD-pNA absorbance 405 nm; activation, % at 8.5 µM;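 active = activation above the mean of all tested compounds plus 3 SD, cut at about 21% in these data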;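 also: 0% = DMSO alone and 100% = DMSO wells spiked with extra 5 µM PC-3 D3A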
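Test system: Procaspase-3 D3A mutant, all three cleavage aspartates alanine | Dosing: Single dose, 8.5 µM nominal compound, 0.8% DMSO | Schedule: 1 h preincubation, 2 h reaction | Technique: 405 nm absorbance of p-nitroaniline, reads at 0 and 120 min | Repeats: One well per compound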
proCasp7 act = counter-screen for procaspase-3 activators: activators of human procaspase-7 | activation, % at 8.5 µM | recombinant procaspase-7, Ac-DEVD-pNA absorbance 405 nm; D23A/D198A/D206A triple mutant, cannot self-cleave; scale: DMSO 0, 5 µM enzyme 100 | actives 0.093% (n = 330,000) | P55210;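 active = percent activation above the screen-wide mean plus 3 SD, cut at about 25% in these data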
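Assay system: Uncleavable procaspase-7 mutant enzyme; Input: 2 µM procaspase-7 mutant as dispensed; Also added: DEVD-pNA substrate; Medium: Zinc-free HEPES pH 7.4 with 300 mM NaCl, 0.01% Triton X-100; Timing: 1 h compound preincubation, 2 h substrate cleavage, 25 °C; Measured by: Epi-absorbance of released pNA at 405 nm, two timepoints.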
LAP4 TOR yeast = alters LAP4-GFP fluorescence in TOR pathway yeast screen | S. cerevisiae LAP4-GFP multiplex, flow cytometry GFP, 3 h; median GFP as percent of DMSO wells | GFP response vs DMSO, % at 10 µM | AID 2023 | actives 0.34% (n = 320,000);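 active = GFP response vs DMSO above a set limit, about the screen mean plus 3 SD, cut at about 150% in these data; inconclusive = under 70 cell events counted for the yeast strain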
RPL19A TOR yeast = yeast TOR pathway RPL19A-GFP modulation; S. cerevisiae RPL19A-GFP strain, flow cytometry, 3 h; active compounds read low; percent response vs DMSO, % at 10 µM; actives 0.3% (n = 330,000);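 active = percent response vs DMSO below 50%; inconclusive = fewer than 70 events counted for the yeast strain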;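 also: median channel GFP fluorescence of the barcoded RPL19A-GFP strain; ratio of sample median GFP to plate DMSO average so 100% = DMSO; lower means less RPL19A-GFP as with rapamycin TOR inhibition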
An asterisk follows results filed as active; ? = inconclusive; nt = no result given; [ ] = remark or other dose.

Under each structure – MEP2-GFP yeast, EBNA-1 inhibitor, ZTA DNA inh, AHR activator, procasp3 activ, proCasp7 act, LAP4 TOR yeast, RPL19A TOR yeast
O=C(NCCCO)/C(=C\c1ccco1)NC(=O)c1ccc(Br)o1
    104.6, -6.3, 3.5, -0.1, -9.4, 9.0, 103.6, 101.7
Cc1[nH]c(=O)[nH]c(=O)c1S(=O)(=O)N1CCCC1
    105.5, -5.1, 2.0, 4.9, 9.2, 5.9, 102.4, 99.6
COc1ccc(/C=C(\NC(=O)c2ccc(OC)cc2)C(=O)Nc2ccccc2C(=O)O)cc1
    101.8, -4.9, -4.3, 4.2, -1.3, 0.0, 90.4, 97.2
Nc1cccc(C#Cc2ccc3c(=O)c4ccccc4oc3c2)c1
    95.2, nt, 3.2, -8.2, 9.9, -1.3, 101.1, 94.7
COc1cc(CNCc2ccncc2)cc(Br)c1OCc1ccccc1F
    102.7, 5.9, 5.5, -0.1, 4.7, -5.7, 105.1, 101.6
CC1CC1c1ccc(/C=C(\C#N)C(=O)Nc2cc(Cl)ccc2Cl)o1 (stereo unspecified)
    97.4, 0.7, 9.4, 60.1*, -18.9, -32.0, 101.2, 100.5
C/C(=N/NC(=O)c1ccncc1)c1ccc2c(c1)OCO2
    99.3, -1.9, 4.2, 24.8, 5.0, -0.1, 89.9, 97.0
COc1ccc(C(=O)CN2C(=O)NC(C)(c3ccc(C)cc3)C2=O)cc1OC (stereo unspecified)
    99.0, 3.1, -3.1, 0.6, 3.5, 3.0, 93.3, 92.7
CCCCSc1nc2c(c(=O)[nH]1)CCC2
    101.7, 6.1, -11.4, 1.9, 5.6, 3.9, 87.2, 96.0
Cc1ccc[n+](CC(=O)c2ccc(NC(=O)c3ccccc3)cc2)c1C
    95.8, 0.6, -10.7, -1.5, -1.5, 3.3, 102.2, 98.4
Cc1cnc(C(=O)OCC(=O)Nc2ccccc2-c2ccccc2)cn1
    93.8, nt, -4.1, -1.4, 5.9, -6.8, 96.5, 97.3
CCOC(=O)C1=C(COC(=O)/C=C/c2ccc([N+](=O)[O-])cc2)NC(=O)NC1C (stereo unspecified)
    102.1, nt, -9.5, -1.2, 0.9, -3.5, 108.7, 101.6
CN(C)CCN(C(=O)/C=C/c1cccs1)c1nc2ccc(F)cc2s1
    94.8, -3.5, -7.8, 48.9*, 10.8, 3.0, 91.4, 95.9
CC(C)(C)C(=O)NC1CC2CCCC(C1)N2C(=O)Nc1cccc(Cl)c1 (stereo unspecified)
    104.6, -1.9, 1.1, 4.8, -0.4, -1.9, 94.6, 105.6
Cc1nc(N)sc1-c1csc(N(C)c2ccc(O)cc2)n1
    91.9, -6.1, -4.4, 24.9, -26.4, -31.4, 95.1, 88.6
CCOC(=O)N1CCN(c2c(N3CC=C(c4ccccc4)CC3)c(=O)c2=O)CC1
    86.7, -11.9, -12.5, 6.2, 8.2, -7.2, 88.4, 98.9
CCOc1ccc(CNCc2ccc(C(=O)O)cc2)cc1OC
    100.6, -7.2, -12.4, 2.0, -5.2, -2.3, 105.1, 94.9
O=[N+]([O-])c1cc(CN2CCC(O)CC2)ccc1Cl
    102.0, -6.3, 9.1, -0.5, -2.8, 8.7, 94.8, 99.1
CCOc1ccc(C(=O)OCC(=O)NC2CCCC2)cc1OCC
    108.9, -11.9, -1.1, 0.4, -1.1, 6.5, 97.0, 103.3
Cc1cc(C(=O)COC(=O)c2ccc[nH]c2=O)c(C)n1-c1ccccc1
    91.1[may fluoresce green], 9.6, 0.2, 4.6, 5.1, 10.5, 137.8[may fluoresce green], 77.0[may fluoresce green]
CCN(CC)CCc1c(C)[nH]c(C(=O)OCc2ccccc2)c1C
    94.0, -4.9, 5.6, 13.2, 0.8, 0.4, 84.4, 87.8
O=C(NCCc1c[nH]c2ccccc12)c1cccc(Br)c1
    112.5, 0.4, -25.8, 19.4, 2.5, -2.2, 110.5, 98.3
CS(=O)(=O)N1CC(C(=O)O)Oc2ccc(CC(=O)O)cc21 (stereo unspecified)
    97.7, 15.6, 7.1, 0.9, 3.5, 0.0, 102.1, 96.1
COc1ccc(C(=O)NC(=S)Nc2ccc(CN3CCOCC3)cc2)cc1Cl
    117.2, 6.4, 4.1, -1.2, 0.9, -10.9, 108.9, 100.8
COc1ccc(NC(=O)CSc2nnnn2C)c([N+](=O)[O-])c1
    96.7, -24.3, 0.0, 1.5, -4.7, -3.1, 93.8, 95.8
CSc1nnc2c(n1)[nH]c1c(C)cccc12
    95.2, -10.6, -10.3, 28.6, 2.1, -3.6, 101.0, 92.5
Cn1ccnc1SCC(=O)c1ccc(Br)cc1
    90.2, -4.2, -5.7, 7.5, -7.6, -6.1, 97.8, 95.0
CCOC(=O)c1ccc(NC(=O)C2CCN(S(=O)(=O)c3c(C)nn(C)c3C)CC2)cc1
    94.7, -4.9, -4.9, 1.7, -12.4, 0.6, 91.1, 88.5
Cc1ccc(NC(=O)C2CCCN(S(=O)(=O)c3ccc4[nH]c(=O)ccc4c3)C2)c(C)c1 (stereo unspecified)
    102.5, -16.2, 6.5, 6.8, -5.3, -6.0, 98.8, 111.7
O=C(CCC(=O)N1CCSc2ccccc21)NCc1cccc(Br)c1
    103.9, -4.7, 1.7, 0.2, -1.7, 5.6, 108.2, 105.9
O=C(NCc1ccccn1)c1ccccc1OCc1ccc(F)cc1
    96.1, 8.1, -7.0, 5.8, 12.8, 6.8, 102.5, 94.7
O=C(NCc1nnc(SCC(=O)N2CCOCC2)o1)c1c(F)cccc1F
    102.5, 11.1, -8.3, 4.2, 2.0, 6.7, 98.3, 97.6
Cc1ccc(NC2=NC(=S)N(CC#N)C23CCCCC3)cc1
    108.9, 0.8, 12.3, 6.3, 2.0, 10.3, 100.0, 101.2
COCCNc1cnn(-c2ccccc2)c(=O)c1Cl
    108.5, -1.2, -6.8, 2.9, -6.5, -2.9, 87.5, 91.2
CCC(=O)N1CCc2cc(S(=O)(=O)NC(Cc3ccccc3)C(=O)O)ccc21 (stereo unspecified)
    120.6, -3.4, -0.9, 3.2, -2.3, 8.7, 103.0, 100.2
N#CCC(=O)NC1CCC(CC2CCC(NC(=O)CC#N)CC2)CC1 (stereo unspecified)
    94.3, -4.8, -6.0, -0.5, 0.9, 2.7, 82.5, 103.9
CCc1ccc(-n2c(Cn3nc(C(F)(F)F)cc3C)n[nH]c2=S)cc1
    97.9, -2.6, -9.2, 2.6, -19.6, -30.6, 101.1, 97.7
CCNC(=O)CN1C(=O)NC2(CCCCCC2)C1=O
    103.4, 4.7, -11.8, 2.1, 12.4, -7.1, 103.3, 107.3
CSc1nnc(-c2ccc(Cl)cc2Cl)o1
    96.7, 3.3, 3.8, -2.7, 1.6, 7.4, 123.0, 102.3
CCO[C@H]1OC(C(=O)NCc2ccccc2)=C[C@@H](C(C)(C)C)[C@@H]1CCCO
    94.2, -1.9, -7.9, 2.0, -0.6, 1.0, 124.6, 100.2

Sorted by value in AHR activator (ascending): three of the compounds above.
canonical_smiles | MEP2-GFP yeast | EBNA-1 inhibitor | AHR activator | procasp3 activ | LAP4 TOR yeast | RPL19A TOR yeast
CCc1ccc(-n2c(Cn3nc(C(F)(F)F)cc3C)n[nH]c2=S)cc1 | 97.9 | -2.6 | 2.6 | -19.6 | 101.1 | 97.7
COCCNc1cnn(-c2ccccc2)c(=O)c1Cl | 108.5 | -1.2 | 2.9 | -6.5 | 87.5 | 91.2
O=C(NCc1nnc(SCC(=O)N2CCOCC2)o1)c1c(F)cccc1F | 102.5 | 11.1 | 4.2 | 2.0 | 98.3 | 97.6

(cont.)
Under each structure – MEP2-GFP yeast, EBNA-1 inhibitor, ZTA DNA inh, AHR activator, procasp3 activ, proCasp7 act, LAP4 TOR yeast, RPL19A TOR yeast
CC(C)c1ccccc1OCC(=O)Nc1ccc2[nH]ncc2c1
    106.4, -2.5, -9.5, 6.6, -3.5, 6.6, 105.6, 111.1
Cc1nc2ncnn2c(C)c1C/C=C/c1ccccc1
    102.6, -5.6, 9.9, -1.2, 7.3, -5.1, 96.7, 93.9
Nc1c(C(=O)N2CCOCC2)sc2nc3c(cc12)CCCC3
    99.0, 4.8, 4.8, 48.6*, -4.0, -3.7, 103.0, 98.8
CC(=O)c1cnn(-c2cc(Oc3ccccc3C)ncn2)c1C
    106.8, -10.7, 1.8, 0.8, 13.1, 6.2, 106.2, 99.7
CCC(C)NS(=O)(=O)c1ccc(N)cc1 (stereo unspecified)
    104.4, -3.7, 1.6, -0.3, 5.9, 10.7, 98.0, 103.0
O=C(CNC(=O)c1ccc(Cl)cc1Cl)NCC(=O)Nc1ccccc1N1CCOCC1
    98.8, -10.6, 1.1, 5.9, 4.1, 1.1, 101.5, 100.0
CCn1cc(CNC(=O)/C=C/c2ccc([N+](=O)[O-])cc2)cn1
    101.4, 1.9, 0.8, 1.4, 11.5, -1.2, 91.8, 105.0
CCN(CC)S(=O)(=O)c1ccc(-c2nnc(SCc3nnc(-c4ccccc4)o3)o2)cc1
    96.5, 0.5, -17.4, 0.3, 8.1, 2.9, 95.0, 94.6
O=C(CCc1nc2ccccc2c(=O)[nH]1)Nc1cc(C(F)(F)F)ccc1N1CCCC1
    100.0, nt, -6.4, 4.4, 2.1, -7.9, 101.6, 97.4
Cc1noc(C)c1COC(=O)c1ccc2c(c1)OCCO2
    101.2, -4.7, 9.2, -1.0, -3.5, 1.4, 114.2, 93.2
Nn1c(SCC(=O)Nc2ccc3c(c2)OCO3)nnc1-c1ccccc1
    104.1, 10.2, 3.1, 29.2, 7.0, 5.0, 98.1, 94.8
O=c1c(-c2ccc3c(c2)OCCO3)coc2c(CN3CCOCC3)c(O)ccc12
    87.8, 4.2, 18.9, 4.3, -1.9, 2.0, 82.5, 93.4
COc1ccc(CN2CC(C(=O)NCCc3ccc(Cl)cc3)CC2=O)cc1 (stereo unspecified)
    155.0[may fluoresce violet], -0.2, -13.5, -1.2, 0.5, 4.1, 93.0[may fluoresce violet], 32.5*[may fluoresce violet]
COc1nc(OC)nc(N2CCCCCC2)n1
    103.1, 1.3, 3.5, 1.7, -0.9, -4.6, 105.0, 96.3
Oc1c(C=Nc2cccc3cccnc23)sc2ccccc12
    135.1, 3.1, -9.4, 58.1*, -9.2, -15.5, 144.4, 104.7
O=C(Nc1ccc(Cl)cc1)c1cc(Br)ccc1OCC(=O)N1CCOCC1
    99.7, 1.5, -1.5, 2.6, -8.0, 4.6, 84.9, 100.3
CCN(CC)S(=O)(=O)c1ccc2oc(Nc3ccc4c(c3)OCCO4)nc2c1
    99.6, -2.1, 11.6, 17.2, 3.9, 9.1, 84.8, 100.4
COc1cc2[nH]c(=O)n(CCCC(=O)N3CC=C(c4ccccc4)CC3)c(=O)c2cc1OC
    101.4, -9.6, 0.2, 6.4, 5.3, -10.5, 99.5, 101.2
Cc1cc(C)cc(NC(=O)COc2ccc3c(C)c(Cc4ccccc4)c(=O)oc3c2)c1
    103.9, 4.7, 5.3, 2.2, -5.6, -3.5, 91.2, 105.9
Oc1ccc(/C(Cc2ccc3ccccc3n2)=N\Nc2ccccc2)c(O)c1
    99.2, 1.4, -8.8, 32.2, 2.6, -9.1, 101.6, 99.2
CCOc1ccc2nc(SCC)[nH]c2c1
    96.6, -9.9, -1.8, 7.0, 10.1, -7.0, 105.3, 95.8
O=C1CC(NS(=O)(=O)c2ccc([N+](=O)[O-])cc2)CN1c1ccc2c(c1)OCCO2 (stereo unspecified)
    108.3, -6.9, -3.7, 0.2, -7.3, 2.3, 100.9, 99.4
O=C(Nc1ccccc1)N1CCCc2ccccc21
    ?, 7.0, 17.2, -0.6, 2.1, 4.3, ?, ?
COc1ccc(CC(=O)N2CCN=C2SC)cc1
    119.8, 1.4, 17.0, -1.4, 3.1, 1.6, 111.5, 98.9
